Screening data: PubChem, Broad Institute
RAD52 anneal inh: inhibitors of human RAD52 DNA annealing | recombinant RAD52 DNA annealing, FRET fluorescence | inhibition, % at 18.7 µM | hit rate 0.46% among 360,000;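 active = every replicate showing at least 50% inhibition; inconclusive = mean inhibition at least 50% but not in every replicate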
PglD DTNB: blocks C. jejuni PglD acetyltransferase activity; purified PglD enzyme, DTNB colorimetric CoA detection; inhibition, % at 12.5 µM; hit rate 0.098% among 360,000; AID 602405; in the data active = inhibition above about 16%, passing the limit was not always enough; inconclusive = no clear call, values can overlap the other calls; also: strong numbers were not always called active
Cneo AK release: causes C. neoformans cell lysis | hit rate 0.2% among 360,000 | adenylate kinase release luminescence, 4 h; normalised: neutral wells 0, clomiphene wells 100 | AID 651654 | lysis activity, % at 15 µM;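 active = mean lysis activity across replicates of at least 80%, whatever share of replicates individually reach that level; inactive = mean lysis activity below 80%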
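Test system: log-phase Cryptococcus neoformans yeast cells; Quantity: yeast cell density of 5 × 10^6 cells/mL; Buffer or medium: YPD; Doses: single compound concentration per well; Timing: 4 h at 37 °C static, read 1 h later; Measured by: AK luminescence; Read-out basis: lysis from increased AK signal; Control set: Clomiphene as positive control.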
ERAP1 inh: ERAP1 (human) enzyme inhibition | AID 652197 | hit rate 0.15% among 340,000 | Q9NZ08 | inhibition, % at 10.7 µM | recombinant ERAP1, Leu-AMC fluorescence, 60 min;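 active = mean replicate inhibition of at least 30%, or all replicates individually reaching that 30% level; inactive = mean below 30% and not every replicate reaching it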;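 also: 0% = neutral control wells and 100% = L-leucinethiol positive control wells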
RAD54 branch: inhibitors of human RAD54 branch migration. Q92698. RAD54 Holliday junction branch migration, FAM/BHQ fluorescence. inhibition, % at 10.4 µM. hit rate 0.14% among 360,000;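 active = mean normalized replicate activity at least 40 and at least half of replicates scoring 40 or more; inconclusive = only one of the two criteria met; inactive = mean below 40 and under half of replicates reaching 40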;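 also: 0% = median of neutral control wells and 100% = median of positive control wells; inhibitors cause a drop in the FAM fluorescence signal; in these data hits start at about 50%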
Target sequence (Q92698 whole entry, looked up): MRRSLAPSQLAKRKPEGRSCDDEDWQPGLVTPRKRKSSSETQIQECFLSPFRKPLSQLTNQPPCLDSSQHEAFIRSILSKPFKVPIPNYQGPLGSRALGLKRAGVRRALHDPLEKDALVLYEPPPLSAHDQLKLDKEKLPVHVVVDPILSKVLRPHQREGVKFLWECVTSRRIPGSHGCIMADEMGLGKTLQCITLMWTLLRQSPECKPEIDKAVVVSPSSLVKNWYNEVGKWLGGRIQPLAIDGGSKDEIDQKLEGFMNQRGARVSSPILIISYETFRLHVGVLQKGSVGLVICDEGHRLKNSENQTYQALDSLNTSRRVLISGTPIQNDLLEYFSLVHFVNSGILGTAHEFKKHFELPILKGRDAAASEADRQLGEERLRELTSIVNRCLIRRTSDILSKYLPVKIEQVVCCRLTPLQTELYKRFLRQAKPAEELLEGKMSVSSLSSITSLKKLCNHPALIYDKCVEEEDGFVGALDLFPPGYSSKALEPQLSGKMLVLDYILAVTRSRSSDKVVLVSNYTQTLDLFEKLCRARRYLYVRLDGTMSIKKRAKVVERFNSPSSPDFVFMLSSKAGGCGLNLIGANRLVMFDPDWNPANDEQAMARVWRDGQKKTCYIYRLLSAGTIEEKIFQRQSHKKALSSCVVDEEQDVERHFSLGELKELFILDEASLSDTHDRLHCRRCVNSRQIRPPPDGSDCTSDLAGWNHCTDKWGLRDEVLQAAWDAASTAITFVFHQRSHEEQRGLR
E-sel inducer: E-selectin induction on HUVECs; P16581; HUVEC E-selectin immunofluorescence imaging; normalized: neutral wells 0, TNF-alpha wells 100; activation, % at 7.58 µM; hit rate 0.37% among 260,000; AID 686992;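 active = mean E-selectin-positive cell signal at least 10% of the positive control, reached in at least 60% of replicates, without over 20% cell loss; inconclusive = no rule given, readout overlaps actives, possibly toxicity-flagged; inactive = the rest, including those meeting only one limit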;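 also: in these data hits start at about 27%; measured in HUVEC primary endothelial cells; signal is the percent of cells scored E-selectin positive by PE staining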
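Assay system: HUVEC primary endothelial cells. Input: 3,000 HUVEC seeded per well. Doses: one compound dose added by pin transfer. Read-out basis: % PE-positive cells. Benchmarks: TNF-alpha high, DMSO low. Detection: immunofluorescence imaging. Buffer or medium: EGM-2, gelatin.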
PGC1a acetyl inh: PGC1a acetylation modulation, inhibitor mode; U2OS PGC1a acetylation, AlphaScreen anti-acetyl-lysine; with virally co-expressed GCN5 acetyltransferase; hit rate 0.17% among 350,000; AID 651687; inhibition, % at 15.6 µM;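 active = every replicate shows inhibition of at least 40%; inconclusive = mean inhibition at least 40% but some replicate below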;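 also: 0% = neutral control wells and 100% = positive control wells; some results beyond the cut were filed as inactive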
miR122 inh: inhibitors of miR-122 in Huh7 cells; Huh7 miR-122 Renilla luciferase sensor, 48 h; neutral wells = 0, positive control = 100; activation (reporter increase), % at 12.5 µM; hit rate 0.3% among 340,000; AID 602342;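 active = mean replicate activation score at least 90 and every replicate individually at or above 90; inconclusive = only one of the two criteria met; inactive = neither criterion met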;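 also: higher luciferase means less miR-122 activity so hits act as miR-122 inhibitors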
Active calls of the source: *; ? = inconclusive; nt = no result given; [ ] = dose if it differs, or a comment.

Second line of a record – Cneo AK release, PglD DTNB, miR122 inh, RAD54 branch, PGC1a acetyl inh, RAD52 anneal inh, ERAP1 inh, E-sel inducer
COCC#Cc1cnc2c(c1)C(=O)N([C@H](C)CO)C[C@@H](C)[C@@H](CN(C)C(=O)Nc1cccc(F)c1)O2
→ 0, -3, 7[16.7 µM], 5, 18, -10, -1, -0.4
CCCC#Cc1cnc2c(c1)C(=O)N([C@H](C)CO)C[C@@H](C)[C@@H](CN(C)C(=O)Nc1ccccc1OC)O2
→ 46, -1, 3[16.7 µM], -7, 3, 6, 4, -0.1
COC(=O)c1cc(NC(=O)N2c3ccccc3Sc3ccccc32)cc(C(=O)OC)c1
→ -7, -3, -3, -6, nt, -44, 7, nt
O=C(Nc1cccc(S(=O)(=O)NC2=NCCC2)c1)c1cc(-c2ccco2)nc2ccccc12
→ -1, -5, 83, nt, -15, -6, 2, nt
C[C@@H]1CN([C@H](C)CO)C(=O)c2cc(C#C[C@@H](C)O)cnc2O[C@H]1CN(C)C(=O)CC1CC1
→ 26, 2, -4[16.7 µM], -5, 12, 11, 0, -0.8
Cc1nnc2c3ccccc3c(-c3cccc4ccccc34)nn12
→ 2, 0, 3, -2, -4, nt, nt, nt
COc1cc(OC)c(C(=O)N/N=C/c2ccoc2)cc1OC
→ -9, 0, nt, 4, nt, -17, 1, 0.0
Oc1ccc(Cl)cc1C(C#Cc1ccccc1)N1CCOCC1 (stereo not drawn)
→ 1, 6, -4, 4, -10, nt, nt, nt
CCc1cc(=O)oc2cc(C)cc(OCC(C)=O)c12
→ 1, 0, -5, -13, 4, -9, -1, 0.0
COc1ccc(S(=O)(=O)Nc2ccc3c(c2)CC(=O)N([C@@H](C)CO)C[C@H](C)[C@@H](CN(C)S(C)(=O)=O)O3)cc1
→ -3, 1, 3[16.7 µM], -2, -16, -3, 1, -29
Cc1ccc(O)c(C(=O)c2cnn(C(=O)Cc3csc(C)n3)c2)c1
→ -5, 2, 9, -8, 17, nt, nt, nt
COc1ccc(OCC(=O)Nc2ccc3oc(=O)ccc3c2)cc1
→ 6, -1, -4, 0, nt, -15, 1, -0.1
CN(CC(=O)NCc1ccc2c(c1)OCO2)CC(=O)Nc1ccc(F)c(F)c1F
→ 2, -3, 2, -8, -4, -27, 1, -1.6
COc1cc(OC)c(OC)cc1/C=C1/C(=O)N=C(N)N1C
→ nt, nt, -1, nt, -22, -30, 2, 1.4
O=C(Nc1ccc(F)cc1)N[C@H]1CC[C@H](CC(=O)N2CCOCC2)O[C@@H]1CO
→ -1, 2, 13[16.7 µM], 1, -1, 4, 0, 0.2
Cc1ccc(C)c(NC(=O)CSc2nnc(-c3ccncc3)n2N)c1
→ 1, -3, -8, 1, nt, nt, nt, nt
COc1ccc(-c2cc(C(=O)NCc3ccco3)no2)cc1OC
→ 0, 3, 4, -8, 2, nt, nt, nt
COCCNC(=O)C1(C)CCCN(C(=O)c2ccccc2C(F)(F)F)C1 (stereo not drawn)
→ 1, 1, nt, 1, nt, -7, -4, -0.2
Cc1ccc(S(=O)(=O)NC(CC(=O)O)c2cccs2)cc1 (stereo not drawn)
→ 0, 0, 55, 4, 23, -6, -3, 3.2
C[C@@H]1CN([C@@H](C)CO)C(=O)c2cc(NS(=O)(=O)c3cccs3)ccc2O[C@@H](C)CCCCO[C@@H]1CN(C)Cc1ccc(C(F)(F)F)cc1
→ 0, -3, 0[16.7 µM], -10, -17, -22, 1, 0.1
COc1ccccc1NC(=O)CC1C(=O)NCCN1C(=O)Nc1ccccc1 (stereo not drawn)
→ 2, 1, -3, -12, 3, nt, nt, nt
Cc1ccc(/C=C/C(=O)OCC(=O)c2ccc3c(c2)NC(=O)CO3)o1
→ 3, -3, nt, 2, 4, -28, 1, -0.1
CCn1c(-c2cc(C3CC3)nc3ccccc23)n[nH]c1=S
→ -2, 1, -5, -10, 17, -3, -3, 0.2
Fc1ccc(NC(=S)N2N=CCC2c2ccccc2)cc1 (stereo not drawn)
→ 1, 10, 26, -6, -3, nt, nt, nt
Cc1ccc(/C=C/C(=O)Nc2ccc(N(C)C)cc2)o1
→ -6, 3, -2, -10, nt, nt, nt, -0.2
Cc1cc(S(=O)(=O)N2CCCOC2CNC(=O)C(=O)NCCc2ccco2)ccc1F (stereo not drawn)
→ 3, -4, -5, 0, -9, -6, 3, -0.2
COC(=O)CCCC(=O)N1CCOCCN(C(=O)CCCC(=O)OC)CCOCC1
→ 2, -4, -2, -12, 1, nt, nt, nt
COc1ccc(-c2nc(CS(=O)CC(=O)N3CCN(C)CC3)c(C)o2)cc1 (stereo not drawn)
→ 0, 3, -13, 0, -12, -10, -4, nt
CCN1CCN(c2ccc(S(=O)(=O)N3CCCCC3)cc2NC(=O)c2ccccc2)CC1
→ 2, -4, 4, -6, nt, 1, 103*, 4.1
CCOc1cc2c(cc1OCC)C(c1ccccc1OC)OC(=O)C2 (stereo not drawn)
→ 0, -5, -7, 4, nt, -9, -1, nt
O=C(Nc1ccc2c(c1)OCO2)N[C@@H]1CC[C@H](CCNC(=O)C2CCCCC2)O[C@@H]1CO
→ 1, -4, nt, -1, -3, 12, -1, -1.0
CC1=C(C#N)C(=O)NC(C)(C)C1
→ 1, 5, nt, -16, nt, -63, -1, nt
CN(C(=O)c1cccc(S(=O)(=O)N2CCOCC2)c1)c1c(N)n(Cc2ccccc2)c(=O)[nH]c1=O
→ 0, -2, nt, -17, nt, -10, 1, nt
CCOC(=O)C1=C(C)OC(N)=C(C#N)C1c1cccc(C)c1 (stereo not drawn)
→ 1, 1, nt, -2, -7, -25, -3, -0.1
Cc1noc(C)c1NC(=O)Nc1ccc2c(c1)C(=O)N([C@H](C)CO)C[C@@H](C)[C@@H](CN(C)C(=O)Nc1ccc(C(F)(F)F)cc1)OCCCC[C@@H](C)O2
→ 1, -1, -4[16.7 µM], -9, 3, 9, -2, 0.0
COc1ccc(C(=O)C2CCCN(Cc3ccc(Sc4nncn4C)o3)C2)cc1F (stereo not drawn)
→ 7, 0, -2, -5, 7, -15, -1, nt
O=C(CCc1ccc(S(=O)(=O)N2CCOCC2)cc1)Nc1c(F)cccc1F
→ 0, 3, 1, -5, 5, -1, 0, -1.1
C=CCOc1ccccc1CN1CCC(Oc2ccc(C(=O)N3CCCC3)cc2)CC1
→ 10, -1, nt, 9, nt, -13, 0, nt
O=C1C(=O)N(CCCN2CCOCC2)C(c2ccc(F)cc2)/C1=C(/O)c1ccccc1 (stereo not drawn)
→ 1, 5, -4, -3, 4, -16, 3, nt
CCOc1ccccc1NC(=S)NCc1ccccc1
→ 1, -2, 12, 7, 4, -2, -3, nt
O=C(NCc1cccnc1)NC(=O)c1ccc(Cl)cc1
→ 4, 5, -6, -1, -1, -9, 1, -1.4
CC1=C(c2ccccc2)[N+](=O)C2(CCCCC2)N1[O-]
→ -1, 6, -17, -6, nt, -10, -3, -0.1
O=C(COC(=O)c1cccc(S(=O)(=O)N2CCOCC2)c1)Nc1ncc(C(F)(F)F)cc1Cl
→ -2, 3, -7, -3, 7, nt, nt, nt
O=C(NCCCN1CCCCCC1)c1ccc2c(c1)NC(=O)C(N1CCOCC1)S2 (stereo not drawn)
→ -2, 2, 9, -10, -5, nt, nt, nt
COc1ccc(CCNC(=O)COC(=O)c2cc(=O)[nH]c3ccccc23)cc1
→ 2, -5, 6, 0, 8, -9, 1, 0.0
Cc1oc(-c2ccccc2)nc1C(=O)OCC(=O)NCc1ccccc1
→ -2, 2, nt, -3, 3, -9, 0, 0.4
O=C(Nc1ccc2c(c1)OCCO2)C(C1CC1)N1CCN(c2ccc(F)cc2)CC1 (stereo not drawn)
→ -10, 5, -2, -4, -19, -1, 0, -1.5
O=C(NCCCCCNC(=O)c1cccnc1)c1cccnc1
→ 0, -1, -9, -7, -2, nt, nt, nt
O=C(N[C@H]1C=C[C@@H](CC(=O)N2CCN(c3ccccc3)CC2)O[C@H]1CO)c1ccccc1
→ 1, -1, nt, -14, -4, -4, 0, 0.1
C[C@@H]1CN([C@H](C)CO)C(=O)c2cc(C#CCN(C)C)cnc2O[C@H]1CN(C)C(=O)Cc1cccnc1
→ -2, 1, 11[16.7 µM], -1, 9, -5, -3, -2.1
COc1cccc(-n2nnc3c(=O)n(CC(=O)N4CCCc5ccccc54)cnc32)c1
→ -1, -1, -2, -8, 6, nt, nt, nt
O=C(Nc1ccc(F)cc1)N[C@@H]1CC[C@H](CC(=O)N2CCCCC2)O[C@@H]1CO
→ -3, 4, nt, -4, 3, 11, 1, -0.2
COCCN(CCOC)C(=O)c1cc2sc3ccccc3c2s1
→ 1, -4, 3, -4, -4, -2, 11, nt
N#C[C@H]1[C@H](c2ccc(C3=CCCC3)cc2)[C@H](CO)N1C(=O)C1CCC1
→ -2, -2, nt, 3, 3, -4, 2, -0.2
O=c1oc2ccccc2cc1-c1csc(Nc2ccc(O)cc2)n1
→ 3, 0, nt, -1, -7, -12, 1, -0.5
CCc1ccc(S(=O)(=O)Nc2ccc(O)c3c(=O)cc(-c4ccccc4Cl)oc23)cc1
→ -1, -1, 37, -1, -17, -8, nt, -0.1
O=C(NCC[C@@H]1CC[C@@H](NC(=O)Nc2cc(F)ccc2F)[C@H](CO)O1)Nc1ccc(F)cc1
→ 1, 3, nt, 16, -3, 56*, 2, -0.3
CC(C)NC(=O)Cn1cnc2c(cnn2-c2ccc(F)cc2)c1=O
→ 0, 5, nt, -5, nt, -13, -1, 1.4
Nc1c(S(=O)(=O)c2cc(Cl)ccc2Cl)c2nc3ccccc3nc2n1CCN1CCOCC1
→ -1, 1, ?, 2, 4, nt, nt, nt
C/C(=C\c1ccccc1)CN1CCN(c2cccc(Cl)c2)CC1
→ 1, 3, -6, -13, 4, nt, nt, nt

More records
Second line of a record – Cneo AK release, PglD DTNB, miR122 inh, RAD54 branch, PGC1a acetyl inh, RAD52 anneal inh, ERAP1 inh, E-sel inducer
O=C(O)c1ccc(CSc2nnc(COc3ccc(Cl)cc3Cl)o2)cc1
→ -6, -1, -4, 3, -3, -14, -35, 0.7
C=CCN(C(=O)c1csnn1)C(C(=O)NC1CCCCC1)c1ccc(Cl)cc1 (stereo not drawn)
→ 3, -3, 6, -2, -2, 4, -2, nt
C[C@@H]1CN([C@H](C)CO)C(=O)c2cccc(NC(=O)c3cnccn3)c2O[C@H]1CN(C)Cc1ccc(C(=O)O)cc1
→ -3, 2, -7[16.7 µM], 1, 6, 3, 3, -3.8
COc1ccc(S(=O)(=O)NCc2ccccn2)cc1NC(=O)c1ccc(C)cc1
→ nt, nt, ?, nt, 0, -10, -4, nt
CN(C)C(CNC(=O)c1cccc(S(=O)(=O)N2CC3(C)CC2CC(C)(C)C3)c1)c1ccco1 (stereo not drawn)
→ 4, 0, -6, 1, nt, nt, nt, nt
Cc1nc(-c2cc(-c3nc(-c4cc(C(F)(F)F)cc(C(F)(F)F)c4)no3)no2)cs1
→ -1, 8, 3, -1, 1, -11, nt, nt
C[C@H]1CN=C(N(C)C)N1CCc1cccc(F)c1
→ 1, 2, -5, -11, 3, 4, -2, 0.0
Nn1c(SCC(=O)N2CCCc3ccccc32)nnc1-c1ccccc1
→ 12, 0, -4, -3, 1, nt, nt, nt
C=CCn1c(COc2ccc(OC)cc2)nnc1SC(C)C(=O)NC1CC1 (stereo not drawn)
→ -1, -3, -2, -10, 6, -7, 2, -0.5
O=C(COC(=O)c1cc([N+](=O)[O-])ccc1N1CCOCC1)NCc1ccccc1
→ 0, 4, 0, -7, 3, -1, 2, 1.1
